ABCB6 inh 2: blocks the human ABCB6 transporter; K562-ABCB6 porphyrin accumulation, flow cytometry, 1 h; stronger effect = lower value; fluorescence ratio to DMSO, % at 10 µM; 0.19% of 360,000 active; Q9NP58; AID 602162;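 active = fluorescence ratio to DMSO below 75%, the collection mean minus 3 SD; inconclusive = too few cells collected in the well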;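 note: signal is porphyrin accumulated inside mitochondria; 100% equals median channel fluorescence of DMSO control wells; lower ratio means ABCB6 inhibition with less porphyrin fluorescence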
Glyco luc inh: N-linked glycosylation inhibition. D54 ERlucT glycosylation luciferase reporter, 24 h; percent of 100 nM tunicamycin response. reporter increase, % at 12.5 µM. 0.23% of 360,000 active. AID 588692;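 active = mean luciferase reporter signal, scaled so untreated is 0 and the glycosylation-blocking control 100, at or above a set limit in every replicate; inconclusive = mean reaches the limit but not every replicate does; inactive = mean below the limit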;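 note: luciferase carries N-glycosylation sites so blocking glycosylation raises the light; 0% = median of neutral control wells and 100% = median of 100 nM tunicamycin wells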
CaV13 FRET inh: Disruptors of the CACNA1D IQ motif to Ca2+-dependent inactivation inhibitor domain association, primary screening, Förster resonance energy transfer in intact living …; HEK cells, CFP/YFP FRET ICDI-IQ, plate reader, 10 min; percent FRET-ratio fall versus neutral wells; inhibition, % at 12.3 µM; 0.098% of 340,000 active; AID 743397;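 active = mean replicate inhibition of at least 30% and at least 1% of replicates passing that level; inconclusive = only one of the two criteria is met; inactive = neither criterion is met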;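 note: 0% = median of the neutral control wells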
Vif inh: blocks HIV Vif function. AID 602346. 0.35% of 340,000 active. HEK293T cells, Vif self-association by quenched fluorescence, imaging, 24 h. inhibition, % at 7.49 µM; in the data active = inhibition above about 50%, passing the limit was not always enough; inconclusive = no clear call, values can overlap the other calls; inactive = below about 31%; note: some results filed as inactive read as strong as hits
PDI inh: PDI (human) enzyme inhibition | P07237 | PDI insulin aggregation turbidity, A650, 90 min | inhibition, % at 10 µM | 0.052% of 350,000 active | AID 588391;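 active = mean inhibition across replicates of 30% or more, whatever share of single replicates reach that level; inconclusive = mean inhibition below 30% while every single replicate reaches 30%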;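 note: absorbance from insulin aggregation driven by PDI reduction with DTT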
aDG glyco act: alpha-DG glycosylation activation. activation, % at 10 µM. 0.22% of 360,000 active. AID 624168. Pro5-aDG cells, alpha-DG glycosylation AlphaScreen (IIH6); 0% Pro5, 100% B10-LARGE cell signal;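 active = activation of at least 8% versus controls, or a plate z-score of at least 8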;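 note: Pro5 are CHO cells carrying HIG-tagged alpha-DG that lacks glycosylation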
MC4R barr agon: human MC4R agonism via beta-arrestin; 0.98% of 360,000 active; AID 540308; activation, % at 8.9 µM; U2OS MC4R beta-arrestin complementation, luminescence; percent of melanotan II response, DMSO zero;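 active = activation above a per-plate cutoff, the mean activation of sample wells on that plate plus 3 SD, cut at about 8% in these data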
Target sequence (P32245 whole entry, looked up): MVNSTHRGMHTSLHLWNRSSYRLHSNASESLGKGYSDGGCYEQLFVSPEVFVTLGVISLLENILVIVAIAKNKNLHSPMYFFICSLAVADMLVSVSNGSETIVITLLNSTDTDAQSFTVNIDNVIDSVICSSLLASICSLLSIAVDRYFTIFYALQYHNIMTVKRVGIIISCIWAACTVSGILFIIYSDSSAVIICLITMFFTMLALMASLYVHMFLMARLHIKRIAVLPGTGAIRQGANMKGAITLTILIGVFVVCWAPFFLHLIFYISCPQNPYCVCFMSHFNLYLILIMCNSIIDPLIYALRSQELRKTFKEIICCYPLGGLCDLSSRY
Cardio protect: myocardial damage modulation in H9c2 cells; H9c2 cardiomyocytes, H2O2 injury protection, ATPLite, 2 h; protection from H2O2 cell death, % at 20 µM; 0.63% of 360,000 active; AID 588492;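 active = compounds giving at least 50% protection of heart cells from peroxide-induced death in the single-dose screen, raw or plate-pattern-corrected value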;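 note: 0% = DMSO wells with peroxide and 100% = DMSO wells without peroxide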
m5-HT2A agonist: activates the mouse 5-HT2A serotonin receptor. 0.66% of 360,000 active. P35363. activation, % at 7.6 µM. CHO-K1 mHTR2A beta-arrestin complementation, luminescence; percent of 30 µM serotonin response;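 active = activation above a run cutoff, the mean activation of all tested compounds plus 3 SD, cut at about 14% in these data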;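 note: 0% = plate median of compound wells and 100% = 30 µM serotonin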
Target sequence (P35363 whole entry, looked up): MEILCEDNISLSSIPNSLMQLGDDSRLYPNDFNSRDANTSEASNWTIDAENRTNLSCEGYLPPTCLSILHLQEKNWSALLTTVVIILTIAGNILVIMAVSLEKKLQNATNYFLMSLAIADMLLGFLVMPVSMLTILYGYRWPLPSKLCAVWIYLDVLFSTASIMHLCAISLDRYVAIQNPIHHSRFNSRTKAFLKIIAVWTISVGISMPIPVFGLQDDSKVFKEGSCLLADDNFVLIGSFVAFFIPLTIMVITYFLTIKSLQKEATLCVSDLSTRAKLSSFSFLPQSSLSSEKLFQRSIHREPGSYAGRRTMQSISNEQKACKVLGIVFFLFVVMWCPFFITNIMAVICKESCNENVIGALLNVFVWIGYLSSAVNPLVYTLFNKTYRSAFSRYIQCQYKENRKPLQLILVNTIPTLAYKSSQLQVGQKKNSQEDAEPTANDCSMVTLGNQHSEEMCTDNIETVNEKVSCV
MC4R antagonist: blocks human MC4R cAMP signaling; MC4R-expressing cells, MTII-stimulated cAMP, LANCE TR-FRET; inhibition, % at 6.5 µM; AID 540295; 0.48% of 360,000 active;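 active = inhibition above its plate's cutoff, the mean of tested wells on that plate plus 3 SD, cut at about 29% in these data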;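 note: 0% = Melanotan II alone and 100% = Melanotan II plus saturating MCL0020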
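System: U2OS cells stably expressing human melanocortin 4 receptor (MC4R). Reagent: Melanotan II challenge after compound preincubation. Doses: 6.5 µM. Times: 30-min compound, 1-h challenge, 1-h detection, room temperature. Measured by: TR-FRET with Eu-cAMP and labeled anti-cAMP, 671 nm. Replicates: singlicate.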
Active calls of the source: *; ? = inconclusive; nt = not tested or not shown. Rows are unselected; about 3.6% have a hit in one of these screens.

SMILES	ABCB6 inh 2	Glyco luc inh	CaV13 FRET inh	Vif inh	PDI inh	aDG glyco act	MC4R barr agon	Cardio protect	m5-HT2A agonist	MC4R antagonist
O=C(NC1CC1)C1=C[C@@H](c2ccc(C(F)(F)F)cc2)C[C@@H](OCCCCO)O1	101	0	-11	4	4	0.1	-0.6	-2	-2	9
CN(C)CCCN1c2ccc([N+](=O)[O-])cc2CCc2cc([N+](=O)[O-])ccc21	93	2	-10	?	4	0.7	-0.1	-2	-6	6
O=C(COC(=O)/C=C/c1ccccc1)Nc1ccc2c(c1)OCCO2	96	2	-5	9	2	0.1	1.6	-6	5	2
COc1cccc(CN(C(=O)c2ccc([N+](=O)[O-])cc2)C2CCS(=O)(=O)C2)c1 (stereo not drawn)	93	3	-6	-3	-3	0.5	-2.3	4	-5	14
COc1ccc(N(C(=O)c2ccc(Br)o2)C2C=CS(=O)(=O)C2)c(OC)c1 (stereo not drawn)	99	1	-5	-1	-11	0.2	-0.7	3	2	-4
Cc1nc2scc(-c3cccs3)c2c(=O)o1	100	3	nt	4	8	-0.2	-0.6	6	6	13
ONC(=Nc1ccc(Cl)cc1)c1ccccc1	91	-1	-3	11	5	0.0	-1.8	4	0	3
Clc1ccc(-c2nnc(-c3ccco3)nc2N2CCCCC2)cc1	97	-2	nt	-1	4	0.3	-0.5	-6	1	29*
C[C@@H]1CN(S(=O)(=O)c2c(F)cccc2F)CCN1S(=O)(=O)c1ccc2c(c1)OCCO2	101	-1	-3	8	-3	-0.3	-0.8	5	-2	9
COc1ccc(C(OC(=O)c2ccco2)C(=O)NC(C)(C)C)cc1OC (stereo not drawn)	101	0	-20	-2	2	0.0	-1.5	-4	3	1
O=C(Nc1c(Cl)ccc2nsnc12)c1ccco1	103	0	3	17	-10	0.7	-1.1	13	2	-3
CCOc1ccc(NC(=O)CN(C)Cc2ccc3c(c2)OCO3)cc1S(=O)(=O)N1CCCC1	97	-1	-5	-5	9	-0.1	-1.4	-6	-15	0
Cc1nc(N)sc1-c1nnc(SCC(=O)Nc2ccccc2C(F)(F)F)n1C	98	-1	-6	2	-4	0.0	1.5	4	3	12
c1ccc(COc2cccc(-c3cc4nc(NCCN5CCOCC5)ccn4n3)c2)cc1	98	-4	-5	1	0	0.3	-0.4	34	-8	3
FC(F)(F)c1cnc(N2CCC(=NOCc3ccc(Cl)cc3)CC2)c(Cl)c1	105	0	-6	4	12	0.1	3.6	-16	2	-6
Oc1ccc(-c2nc3ncccn3c2Nc2ccc3c(c2)OCO3)cc1	93	3	nt	0	9	-0.4	-2.2	9	0	-8
CS(=O)(=O)N(CCc1ccccc1)CC(=O)NCc1ccc(Cl)cc1	98	-2	-2	2	-2	0.4	-2.5	4	-2	-10
O=C(NCC1COc2ccccc2O1)C1CCN(S(=O)(=O)c2ccccc2)CC1 (stereo not drawn)	98	-2	-2	-1	14	-0.1	-1.1	4	3	10
O=C(Nc1cccc(S(=O)(=O)c2cccc(NC(=O)c3ccco3)c2)c1)c1ccco1	91	-2	-2	-9	2	1.3	-2.3	-14	-5	-1
COc1c(C)cc(C(=O)C2CCCN(C(=O)c3cccc(-n4cccn4)c3)C2)cc1C (stereo not drawn)	97	1	-5	-3	5	0.0	-0.4	-7	-2	11
C=C1C(=O)[C@]23C[C@H]1CC[C@H]2[C@]1(C)[C@@H](OC(C)=O)CC[C@@](C)(C(=O)OC)[C@H]1C[C@@H]3OC(C)=O	91	-20	-6	nt	nt	-0.2	nt	-12	-3	nt
CCn1nnc(NC(=O)c2ccco2)n1	102	1	-7	-5	-2	0.0	-1.0	5	-4	0
CC(=O)NCCn1c(SCc2ccc(C)cc2)nc2ccccc2c1=O	96	-1	-5	-2	-2	0.2	-1.1	0	-2	0
O=C(CNC(=S)N(Cc1ccccc1)Cc1cccnc1)NC1CC1	98	1	-3	-18	2	-0.2	-0.3	-1	3	2
CC(O)[C@H](NC(=O)C1CCN(C(=O)[C@H](Cc2ccccc2)NC(=O)OC(C)(C)C)CC1)C(=O)O (stereo partly drawn)	99	2	-3	-2	4	0.0	-0.6	17	4	18
O=C(Nc1nc2c(F)cc(F)cc2s1)c1ccccn1	84	-20	7	7	5	-0.6	-3.0	-8	10	8
COC(=O)c1ccc(N=C2SCC(=O)N2C)cc1	87	1	-5	9	-17	-0.1	-0.5	12	3	3
O=C(NCCC1=CCCCC1)c1ccc(F)c(S(=O)(=O)N2CCOCC2)c1	97	-1	nt	5	-2	0.0	-2.2	11	8	6
O=C(NCc1cccnc1)/C(=C/c1ccc(-c2cccc(Cl)c2)o1)S(=O)(=O)c1ccccc1	88	-10	nt	2	4	0.8	1.3	16	6	1
CN(CC(=O)Nc1ccc(Cl)c(C(F)(F)F)c1)C(=O)COc1cccc2cccnc12	102	0	-5	-5	6	0.2	1.1	-2	0	-1
COc1ccc(-c2ccc3[nH]c4c(c3c2)CCN2C[C@H]3[C@H](C)ON(C)[C@H]3C[C@@H]42)cc1	96	-5	-6	nt	-2	-0.3	-0.4	54*	0	0
COc1ccccc1CNC(=O)CCc1c(C)nc2cc(-c3ccccc3OC)nn2c1C	95	-2	-4	-7	-6	0.2	4.4	26	1	0
CSc1ccc(/C=N/NC(=O)c2cccc(Cl)c2)cc1	94	5	-3	3	7	0.3	1.1	-9	1	-3
Cc1ccc(C(=O)Nc2cc(Cl)ccc2Oc2ccccc2)cc1[N+](=O)[O-]	95	-6	-5	-2	-4	0.0	-1.0	1	5	7
COc1ccc(Cn2c(=N)c(C(=O)NCC3CCCO3)cc3c(=O)n4ccccc4nc32)cc1 (stereo not drawn)	108	-1	nt	-3	nt	0.4	-0.9	3	-1	3
COc1cccc(-c2cccc(NC(=O)C3CCN(C4CCOCC4)CC3)c2)c1	96	1	-6	19	11	-0.1	-2.8	-4	-5	0
COc1ccccc1C(=O)N/N=C(\C)c1ccc(NC(=O)Cc2ccccc2)cc1	100	-1	-6	2	4	-0.2	-3.0	-6	0	-3
COc1ccc(CC(=O)Nc2ccc(-c3noc(-c4ccc(Cl)cc4)n3)cc2)cc1	97	1	-7	?	-4	-0.4	6.7	-17	3	3
COc1ccc2cc(Br)ccc2c1CC(=O)N1CCCC1	85	2	-1	3	6	0.0	-0.1	1	0	2
O=C(CN1C(=O)C2C3CCC(C3)C2C1=O)OCC(=O)c1ccc(Br)cc1 (stereo not drawn)	97	-1	-5	8	-19	-0.2	-1.9	-1	1	-5
CCC(OC(=O)CNS(=O)(=O)c1ccccc1)C(=O)c1ccccc1 (stereo not drawn)	104	1	-3	-9	5	-0.1	0.3	-5	-17	37*
CC(C1CC1)N(Cc1ccccc1)C(=S)Nc1ccccc1Cl (stereo not drawn)	102	0	-1	-10	-1	0.1	-1.0	-9	-4	1
COc1ccc(CNC(=O)CN(Cc2ccccc2)C(=O)CCC(=O)Nc2ccccn2)cc1	101	2	-3	-4	-4	0.0	-0.4	16	-2	5
Cc1ccc(OCC(=O)Nc2c(C)nn(-c3ccccc3)c2C)c(Br)c1	96	-2	-4	3	1	0.0	-3.9	-5	6	6
O=C(NCc1ccc2c(c1)OCO2)c1ccc(-n2cnnn2)cc1	95	-3	-7	nt	-17	0.1	2.0	4	-5	-1
Cc1ccc(C(C)NC(=O)c2cccs2)cc1 (stereo not drawn)	97	-3	-5	-3	0	0.0	-0.3	1	9	12
CCCCCCCCCS(=O)(=O)Nc1cc(C)ccn1	104	0	-3	-2	-4	0.0	2.2	-2	4	5
COc1cccc(N(CC(=O)NCC2CCCO2)C(=O)CCC(=O)Nc2nccs2)c1 (stereo not drawn)	102	2	12	-5	2	0.1	-3.0	3	4	6
Cc1cccc(OCCNc2ccc([N+](=O)[O-])cn2)c1	100	-1	0	-7	-8	0.2	-2.3	-10	-2	-2
COc1ccccc1NC(=O)N(O)C1(C#N)CCCCC1	90	0	-5	1	6	-0.3	-1.6	2	1	9
C[C@H](CO)N1C[C@H](C)[C@@H](CN(C)C(=O)NC2CCCCC2)Oc2c(NC(=O)CCC(F)(F)F)cccc2C1=O	83	1	-4	-6	-2	0.0	0.8	-2	0	1
COc1cc(C(=O)NCc2ccco2)cc(OC)c1OC	98	2	nt	0	0	0.0	-1.8	-2	-3	2
CN(CCCNC(=O)Cn1c(=O)c2cccn2c2ccccc21)Cc1ccccc1	100	-3	-3	-4	2	0.1	-1.7	6	3	9
O=C(COC(=O)c1cc(NS(=O)(=O)c2cccs2)ccc1O)Nc1cc(Cl)ccc1Cl	97	0	-5	12	7	0.1	1.8	-9	-4	13

As a working copy, part of the list above.
SMILES	ABCB6 inh 2	Glyco luc inh	CaV13 FRET inh	Vif inh	PDI inh	aDG glyco act	MC4R barr agon	Cardio protect	m5-HT2A agonist	MC4R antagonist
CCC(OC(=O)CNS(=O)(=O)c1ccccc1)C(=O)c1ccccc1 (stereo not drawn)	104	1	-3	-9	5	-0.1	0.3	-5	-17	37*
CC(C1CC1)N(Cc1ccccc1)C(=S)Nc1ccccc1Cl (stereo not drawn)	102	0	-1	-10	-1	0.1	-1.0	-9	-4	1
COc1ccc(CNC(=O)CN(Cc2ccccc2)C(=O)CCC(=O)Nc2ccccn2)cc1	101	2	-3	-4	-4	0.0	-0.4	16	-2	5
Cc1ccc(OCC(=O)Nc2c(C)nn(-c3ccccc3)c2C)c(Br)c1	96	-2	-4	3	1	0.0	-3.9	-5	6	6
O=C(NCc1ccc2c(c1)OCO2)c1ccc(-n2cnnn2)cc1	95	-3	-7	nt	-17	0.1	2.0	4	-5	-1
Cc1ccc(C(C)NC(=O)c2cccs2)cc1 (stereo not drawn)	97	-3	-5	-3	0	0.0	-0.3	1	9	12
CCCCCCCCCS(=O)(=O)Nc1cc(C)ccn1	104	0	-3	-2	-4	0.0	2.2	-2	4	5
COc1cccc(N(CC(=O)NCC2CCCO2)C(=O)CCC(=O)Nc2nccs2)c1 (stereo not drawn)	102	2	12	-5	2	0.1	-3.0	3	4	6
Cc1cccc(OCCNc2ccc([N+](=O)[O-])cn2)c1	100	-1	0	-7	-8	0.2	-2.3	-10	-2	-2
COc1ccccc1NC(=O)N(O)C1(C#N)CCCCC1	90	0	-5	1	6	-0.3	-1.6	2	1	9
C[C@H](CO)N1C[C@H](C)[C@@H](CN(C)C(=O)NC2CCCCC2)Oc2c(NC(=O)CCC(F)(F)F)cccc2C1=O	83	1	-4	-6	-2	0.0	0.8	-2	0	1
